TcdB GH inh: TcdB glycohydrolase inhibitors, primary screen, biochemical, single point, plate reader; TcdB glycohydrolase enzymatic assay; inhibition, % at 9.99 µM; actives 0.24% (n = 350,000); in the data active means inhibition above about 10%
BioA inh: M. tuberculosis BioA enzyme inhibitors, primary screen, biochemical, plate reader, single point, HTS. 7,8-diaminopelargonic acid synthase BioA (Mycobacterium tuberculosis). purified M. tuberculosis BioA enzyme. inhibition, % at 9.99 µM. actives 0.096% (n = 360,000). AID 602481, 2012; in the data active means inhibition above about 40%
Numbers without * were called inactive. The list is partial; count on the stated rates, not on these rows.

canonical_smiles,TcdB GH inh,BioA inh
CCCNC(=O)Nc1ccc2c(c1)C(=O)N(C)[C@H]1CC[C@@H](CC(=O)NCc3ccccc3)O[C@@H]1CO2,-4.6,-3.4
C[C@H](CO)N1C[C@H](C)[C@@H](CN(C)Cc2ccc3c(c2)OCO3)OCCCC[C@H](C)Oc2ccc(NC(=O)Nc3ccccc3)cc2C1=O,-0.7,-1.0
COc1ccc(S(=O)(=O)Nc2cccc3c2O[C@H](CN(C)C(=O)Nc2ccc(C(F)(F)F)cc2)[C@H](C)CN([C@@H](C)CO)C3=O)cc1,0.8,-1.7
CO[C@H]1CN(C)C(=O)c2cc(NC(=O)Nc3c(C)noc3C)ccc2OC[C@H](C)N(CC2CC2)C[C@H]1C,0.0,1.0
COCC#Cc1cnc2c(c1)C(=O)N([C@H](C)CO)C[C@@H](C)[C@@H](CN(C)C(=O)c1cnccn1)O2,-0.8,3.5
CCN1[C@@H]2Cn3c(ccc(C4=CCCC4)c3=O)[C@H]1[C@@H](C(=O)NCc1ccccn1)[C@@H]2CO,-1.5,-2.4
C[C@@H]1CCCCO[C@@H](CN(C)C(=O)Nc2ccc(F)cc2)[C@@H](C)CN([C@H](C)CO)C(=O)c2cc(NC(=O)Nc3ccc(C(F)(F)F)cc3)ccc2O1,-5.5,-1.2
C[C@H]1CN([C@@H](C)CO)C(=O)Cc2cc(N(C)C)ccc2O[C@@H]1CN(C)C(=O)Nc1ccc(C(F)(F)F)cc1,-9.6,-0.4
C[C@H](CO)N1C[C@H](C)[C@@H](CN(C)C(=O)c2ccccn2)Oc2ncc(-c3ccc(F)cc3)cc2C1=O,1.4,0.9
COc1ccccc1CNC(=O)C[C@H]1C=C[C@@H](NC(=O)CC2CC2)[C@H](CO)O1,0.1,-0.2
C[C@@H]1CN([C@H](C)CO)C(=O)c2cc(N(C)C)ccc2O[C@@H]1CN(C)C(=O)Nc1ccc2c(c1)OCO2,-7.2,2.4
O=S(=O)(N[C@H]1CC[C@H](CCn2cc(-c3cccc(F)c3)nn2)O[C@H]1CO)c1ccc(F)cc1,-0.8,0.1
C[C@@H]1CN([C@@H](C)CO)C(=O)Cc2cc(NS(=O)(=O)c3ccccc3)ccc2O[C@H]1CN(C)Cc1ccc(C(=O)Nc2ccccc2N)cc1,0.5,2.9
COc1ccc(-c2ccc3c(c2)O[C@@H](CN(C)Cc2ccccc2C(=O)O)[C@@H](C)CN([C@@H](C)CO)S3(=O)=O)cc1,1.4,19
N#C[C@H]1[C@@H](c2ccccc2)[C@H](CO)N1C(=O)CCN1CCCCC1,-0.1,-0.3
C[C@H](NC(=O)C[C@@H]1C=C[C@H](NC(=O)C2CCC2)[C@H](CO)O1)c1ccccc1,-0.3,-2.7
COCC#Cc1ccc2c(c1)O[C@H](CN(C)C(=O)C1CC1)[C@H](C)CN([C@H](C)CO)S2(=O)=O,0.2,-1.6
O=C(C[C@H]1C[C@H]2c3cc(NS(=O)(=O)c4ccc(F)cc4)ccc3O[C@H]2[C@H](CO)O1)N1CCCCC1,-0.2,1.5
C[C@@H]1CCCCO[C@@H](CN(C)C(=O)Nc2ccc(C(F)(F)F)cc2)[C@H](C)CN([C@H](C)CO)C(=O)c2cc(N(C)C)ccc2O1,-0.2,-1.0
CC(=O)NC[C@H]1[C@@H](c2ccc(-c3ccccc3)cc2)[C@H](CO)N1C(=O)C1CCC1,0.8,0.5
C[C@@H]1CN([C@@H](C)CO)C(=O)c2cc(NC(=O)c3ccncc3)ccc2O[C@@H]1CN(C)C,2.3,1.7
C[C@@H]1CN([C@H](C)CO)C(=O)c2cc(NS(=O)(=O)c3cccs3)ccc2O[C@@H](C)CCCCO[C@H]1CN(C)Cc1ccc(Cl)c(Cl)c1,-2.6,-3.4
O=C(C[C@H]1C=C[C@@H](NC(=O)CCN2CCCCC2)[C@@H](CO)O1)Nc1ccc(-c2ccccc2)cc1,0.7,2.6
COc1cccc(C(=O)Nc2ccc3c(c2)C(=O)N(C)[C@@H]2CC[C@H](CC(=O)NCCCN4CCOCC4)O[C@@H]2CO3)c1,12*,-1.2
CO[C@H]1CC[C@@H]2CCOc3ccc(C#N)cc3C(=O)N(C)C[C@@H](OC)[C@@H](C)C(=O)N(C)C[C@H]1O2,-1.7,-2.3
CN(C[C@@H]1[C@H](c2ccccc2)[C@H](CO)N1Cc1ccccn1)S(C)(=O)=O,-15,-3.6
COc1ccccc1NC(=O)N[C@@H]1C=C[C@@H](CC(=O)N[C@H](C)c2ccccc2)O[C@H]1CO,-1.5,-2.2
COCC(=O)N1[C@H](C#N)[C@@H](c2ccccc2)[C@H]1CO,-1.4,1.2
COCC#Cc1cnc2c(c1)C(=O)N([C@H](C)CO)C[C@H](C)[C@@H](CN(C)C(=O)c1cnccn1)O2,-0.5,-0.4
CN1c2ccc(-c3ccccc3F)cc2[C@@H]2[C@@H](CCN2S(=O)(=O)c2ccccc2)[C@H]1CO,0.1,-1.1

Next compounds follow.
canonical_smiles,TcdB GH inh,BioA inh
C[C@@H]1CN([C@@H](C)CO)S(=O)(=O)c2ccc(-c3ccc(C(=O)N(C)C)cc3)cc2O[C@H]1CN(C)C(=O)Cc1ccccn1,-1.3,-0.1
O=C(NCC[C@@H]1CC[C@H](NC(=O)c2ccc3c(c2)OCO3)[C@H](CO)O1)Nc1cc(F)ccc1F,0.4,8.2
CO[C@H]1CN(C)C(=O)c2ccc(NS(C)(=O)=O)cc2OC[C@H](C)N(C)C[C@H]1C,-1.0,-2.6
C[C@H]1CCCCO[C@@H](CN(C)S(=O)(=O)c2cccs2)[C@@H](C)CN([C@@H](C)CO)C(=O)c2cc(NS(=O)(=O)c3ccc(F)cc3)ccc2O1,-0.3,-3.9
N#C[C@@H]1[C@H](c2ccc(C#Cc3cccc(F)c3)cc2)[C@@H](CO)N1C(=O)C1CC1,1.2,0.8
C[C@@H]1CN([C@H](C)CO)C(=O)c2cc(N(C)C)ccc2O[C@H]1CN(C)C(=O)Nc1cccc2ccccc12,0.1,6.6
C[C@@H]1CN([C@@H](C)CO)C(=O)c2cc(NC(=O)C3CCCCC3)ccc2O[C@H]1CN(C)Cc1ccncc1,0.2,-1.6
C[C@@H]1CCCCO[C@@H](CN(C)C(=O)c2ccccc2)[C@H](C)CN([C@@H](C)CO)C(=O)c2cc(NC(=O)Nc3ccc(C(F)(F)F)cc3)ccc2O1,0.1,-1.2
C[C@@H]1CN([C@@H](C)CO)C(=O)c2ccccc2-c2ccccc2CO[C@H]1CN(C)S(=O)(=O)c1cccs1,1.4,0.2
CCCNC(=O)C[C@H]1CC[C@H]2[C@@H](COC[C@@H](O)CN2C(=O)C2CCOCC2)O1,-1.0,-2.3
Cc1ccc(S(=O)(=O)Nc2ccc3c(c2)C(=O)N([C@@H](C)CO)C[C@H](C)[C@H](CN(C)C(=O)CCCN(C)C)OCCCC[C@H](C)O3)cc1,-0.3,-1.7
COCC(=O)Nc1ccc2c(c1)[C@@H]1C[C@H](CC(=O)N3CCc4ccccc4C3)O[C@@H](CO)[C@@H]1O2,-0.5,1.0
CN(C)CC#Cc1ccc([C@@H]2[C@H]3CN(C(=O)c4ccc5c(c4)OCO5)CCCCN3[C@H]2CO)cc1,-0.2,3.1
C[C@@H]1CN([C@@H](C)CO)C(=O)c2cccc(NC(=O)c3nc4ccccc4s3)c2O[C@H]1CN(C)Cc1ccc(C(=O)Nc2ccccc2N)cc1,0.6,2.9
N#C[C@H]1[C@H](c2ccc(C#Cc3ccc(F)cc3)cc2)[C@H](CO)N1C(=O)Cc1ccncc1,0.4,-2.1
C[C@@H]1CN([C@@H](C)CO)C(=O)Cc2cc(NC(=O)CCC(F)(F)F)ccc2O[C@@H]1CN(C)Cc1ccncc1,-1.6,1.2
C[C@H]1CN([C@@H](C)CO)C(=O)c2ccccc2-c2ccccc2CO[C@H]1CN(C)Cc1ccccc1,0.0,1.7
C[C@H](CO)N1C[C@H](C)[C@H](CN(C)C(=O)Nc2ccccc2)OCCCC[C@H](C)Oc2ccc(NS(=O)(=O)c3cn(C)cn3)cc2C1=O,0.4,0.6
COc1ccc(NC(=O)Nc2ccc3c(c2)C(=O)N([C@H](C)CO)C[C@H](C)[C@H](CN(C)C(=O)Nc2ccccc2)OCCCC[C@@H](C)O3)cc1,-0.9,-3.8
O=[N+]([O-])c1ccccc1/C=C/c1ccncc1,0.4,2.9
C[C@H](CO)N1C[C@H](C)[C@@H](CN(C)C(=O)C2CC2)OCc2ccccc2-c2c(n(C)c3ccccc23)C1=O,0.4,0.6
C[C@@H]1CCCCO[C@H](CN(C)C(=O)Nc2ccc3c(c2)OCO3)[C@H](C)CN([C@H](C)CO)C(=O)c2cc(NC(=O)Nc3ccc(F)cc3)ccc2O1,-1.8,-0.5
CCN1[C@@H]2Cn3c(ccc(-c4cccc(F)c4)c3=O)[C@H]1[C@@H](C(=O)NCC1CC1)[C@@H]2CO,0.9,-0.1
O=C(NC1CCCC1)[C@@H]1[C@@H](CO)[C@@H]2Cn3c(ccc(C4=CCCC4)c3=O)[C@H]1N2CC1CC1,-1.9,-2.0
CCCN1C[C@@H](C)[C@H](OC)CN(C)C(=O)c2ccc(NC(=O)c3cccc(F)c3)cc2OC[C@H]1C,0.5,-1.8
C[C@@H]1CN([C@@H](C)CO)C(=O)c2cc(NC(=O)CCC(F)(F)F)ccc2O[C@@H](C)CCCCO[C@@H]1CN(C)Cc1ccc2c(c1)OCO2,-0.2,-0.7
O=C(N[C@H]1CC[C@H](CCNC(=O)C2CC2)O[C@H]1CO)c1ccncc1,-1.3,-1.4
COc1ccccc1S(=O)(=O)N[C@H]1C=C[C@H](CC(=O)N2CCOCC2)O[C@@H]1CO,-5.7,0.4
CO[C@@H]1CN(C)C(=O)c2ccc(NC(C)=O)cc2OC[C@H](C)N(Cc2cc(F)ccc2F)C[C@@H]1C,-1.7,2.7
CCCC#Cc1ccc([C@H]2[C@@H](C#N)N(C(=O)C3CCC3)[C@H]2CO)cc1,0.3,-0.6

As a short view, some entries already given:
canonical_smiles,TcdB GH inh,BioA inh
CO[C@H]1CN(C)C(=O)c2ccc(NS(C)(=O)=O)cc2OC[C@H](C)N(C)C[C@H]1C,-1.0,-2.6
C[C@H]1CCCCO[C@@H](CN(C)S(=O)(=O)c2cccs2)[C@@H](C)CN([C@@H](C)CO)C(=O)c2cc(NS(=O)(=O)c3ccc(F)cc3)ccc2O1,-0.3,-3.9
N#C[C@@H]1[C@H](c2ccc(C#Cc3cccc(F)c3)cc2)[C@@H](CO)N1C(=O)C1CC1,1.2,0.8
C[C@@H]1CN([C@H](C)CO)C(=O)c2cc(N(C)C)ccc2O[C@H]1CN(C)C(=O)Nc1cccc2ccccc12,0.1,6.6
C[C@@H]1CN([C@@H](C)CO)C(=O)c2cc(NC(=O)C3CCCCC3)ccc2O[C@H]1CN(C)Cc1ccncc1,0.2,-1.6
C[C@@H]1CCCCO[C@@H](CN(C)C(=O)c2ccccc2)[C@H](C)CN([C@@H](C)CO)C(=O)c2cc(NC(=O)Nc3ccc(C(F)(F)F)cc3)ccc2O1,0.1,-1.2

Following part
Fields: TcdB GH inh, BioA inh
- C[C@@H]1CN([C@H](C)CO)C(=O)Cc2cc(NC(=O)NC3CCCCC3)ccc2O[C@@H]1CN(C)S(=O)(=O)c1cccs1
 : 0.0, -0.9
- C[C@@H]1CN([C@H](C)CO)C(=O)c2cc(-c3ccc(F)cc3)cnc2O[C@@H]1CN(C)C(=O)Cc1ccccn1
 : 1.1, -1.9
- CCNC(=O)C[C@@H]1CC[C@H]2[C@H](COc3ccc(NC(=O)Nc4ccc(C)cc4)cc3C(=O)N2C)O1
 : 0.0, -2.4
- CO[C@H]1CN(C)C(=O)c2cc(NS(=O)(=O)c3ccc(C)cc3)ccc2OC[C@H](C)N(C)C[C@H]1C
 : -5.3, -3.4
- CO[C@@H]1CC[C@H]2CCOc3ccc(C#N)cc3C(=O)N(C)C[C@@H](OC)[C@@H](C)C(=O)N(C)C[C@@H]1O2
 : -1.2, -0.7
- Cc1noc(C)c1S(=O)(=O)Nc1ccc2c(c1)C(=O)N([C@H](C)CO)C[C@H](C)[C@H](CN(C)C(=O)Nc1ccc(F)cc1)OCCCC[C@H](C)O2
 : 0.0, 0.1
- CCNC(=O)[C@@H]1[C@@H](CO)[C@@H]2Cn3c(ccc(C4=CCCC4)c3=O)[C@@H]2N1C(=O)CC1CC1
 : -0.1, -0.3
- CC(C)N(C[C@H]1[C@H](c2ccccc2)[C@@H](CO)N1S(C)(=O)=O)C(=O)CN(C)C
 : -0.5, -2.2
- O=C(Nc1ccccc1F)N[C@@H]1CC[C@@H](CCNC(=O)C2CCCC2)O[C@H]1CO
 : -1.5, 5.0
- C[C@@H]1CN([C@@H](C)CO)C(=O)c2cc(C#Cc3ccccc3F)cnc2O[C@H]1CN(C)S(=O)(=O)c1ccccc1
 : -0.9, -0.6
- CCCN(C)C[C@@H]1Oc2cc(C#CCN(C)C)ccc2S(=O)(=O)N([C@@H](C)CO)C[C@@H]1C
 : -0.5, 8.0
- COc1cccc(C(=O)Nc2ccc3c(c2)C(=O)N(C)C[C@@H](OC)[C@H](C)CN(CC2CC2)[C@@H](C)CO3)c1
 : 0.1, 0.2

Some values from the results shown:
In TcdB GH inh, C[C@@H]1CN([C@H](C)CO)C(=O)Cc2cc(NC(=O)NC3CCCCC3)ccc2O[C@@H]1CN(C)S(=O)(=O)c1cccs1 reads 0.0
In TcdB GH inh, C[C@@H]1CN([C@H](C)CO)C(=O)c2cc(-c3ccc(F)cc3)cnc2O[C@@H]1CN(C)C(=O)Cc1ccccn1 reads 1.1
In BioA inh, CCNC(=O)C[C@@H]1CC[C@H]2[C@H](COc3ccc(NC(=O)Nc4ccc(C)cc4)cc3C(=O)N2C)O1 reads -2.4

Screening results (PubChem)
